# Source: PubChem BioAssay (several laboratories)
# pCIP destab – p/CIP-EGFP fusion destabilizers, primary screen, fluorescence, F442A cells; Q05BA5; 16 h; decrease of EGFP signal, % at 10 µM; 290,000 compounds, 0.01% hits; AID 1984, 2009;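 active = EGFP signal decrease of at least 30% at 10 µM or well 3 SD below plate mean, unless failing retest; inactive = the rest, including hits failing retest or dose response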; note: some compounds called inactive have numbers as strong as hits; many of its hits are not listed in these tables
# Target sequence (Q05BA5 1-1403): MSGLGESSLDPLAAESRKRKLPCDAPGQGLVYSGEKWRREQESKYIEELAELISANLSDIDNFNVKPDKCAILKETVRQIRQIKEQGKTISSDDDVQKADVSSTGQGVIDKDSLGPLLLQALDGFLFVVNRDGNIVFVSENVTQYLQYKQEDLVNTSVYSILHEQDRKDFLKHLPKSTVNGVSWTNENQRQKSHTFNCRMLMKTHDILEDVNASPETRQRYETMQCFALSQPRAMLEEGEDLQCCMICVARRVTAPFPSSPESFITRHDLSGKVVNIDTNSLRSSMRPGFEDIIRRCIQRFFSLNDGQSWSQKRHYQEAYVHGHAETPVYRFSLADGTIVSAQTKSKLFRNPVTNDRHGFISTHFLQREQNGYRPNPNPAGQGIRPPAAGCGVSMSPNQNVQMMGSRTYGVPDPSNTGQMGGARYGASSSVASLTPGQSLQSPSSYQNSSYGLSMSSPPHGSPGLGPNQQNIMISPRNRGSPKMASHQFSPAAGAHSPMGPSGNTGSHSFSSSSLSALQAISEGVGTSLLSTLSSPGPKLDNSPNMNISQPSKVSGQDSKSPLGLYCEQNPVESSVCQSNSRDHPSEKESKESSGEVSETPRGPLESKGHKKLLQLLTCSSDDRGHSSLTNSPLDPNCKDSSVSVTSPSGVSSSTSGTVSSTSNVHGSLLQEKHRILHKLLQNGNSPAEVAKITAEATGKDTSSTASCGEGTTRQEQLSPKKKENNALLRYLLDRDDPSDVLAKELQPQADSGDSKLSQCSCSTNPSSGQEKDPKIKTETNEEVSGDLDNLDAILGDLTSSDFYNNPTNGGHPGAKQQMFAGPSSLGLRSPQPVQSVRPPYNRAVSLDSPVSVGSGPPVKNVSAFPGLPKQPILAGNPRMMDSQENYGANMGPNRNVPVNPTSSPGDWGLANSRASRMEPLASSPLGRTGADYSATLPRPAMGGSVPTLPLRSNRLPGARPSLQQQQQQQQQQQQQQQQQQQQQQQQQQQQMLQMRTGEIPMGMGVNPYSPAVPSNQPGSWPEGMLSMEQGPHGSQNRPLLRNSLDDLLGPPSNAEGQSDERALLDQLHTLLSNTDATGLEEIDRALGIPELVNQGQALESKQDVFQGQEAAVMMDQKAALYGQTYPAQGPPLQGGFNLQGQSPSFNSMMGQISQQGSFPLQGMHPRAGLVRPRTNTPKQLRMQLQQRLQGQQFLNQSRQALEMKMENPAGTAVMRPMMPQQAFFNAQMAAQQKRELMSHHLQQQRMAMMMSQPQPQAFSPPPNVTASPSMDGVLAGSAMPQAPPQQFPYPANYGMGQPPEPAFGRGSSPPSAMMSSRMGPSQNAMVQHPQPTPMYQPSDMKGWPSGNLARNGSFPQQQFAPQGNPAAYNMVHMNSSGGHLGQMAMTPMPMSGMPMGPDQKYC
# PfM18AAP inh – PfM18AAP inhibitors, malaria aminopeptidase, primary screen, biochemical, QFRET, recombinant enzyme; M18 aspartyl aminopeptidase (Plasmodium falciparum 3D7); H-Glu-NHMec fluorogenic cleavage; inhibition, % at 7.35 µM; 290,000 compounds, 1.2% hits; AID 1822, 2009;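 active = inhibition above the campaign mean inhibition over all tested compounds plus 3 SD, cut at about 28% in these data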;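 note: 0% = plate median of test compound wells and 100% = 2 mM ZnCl2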
# IDE act – human IDE activators in live cells, primary screen, fluorescence polarization, HEK cells, FAbeta-B substrate; Insulin-degrading enzyme (Homo sapiens), P14735; FAbeta-B cleavage; 0% vehicle, 100% cell-free pure enzyme wells; activation, % at 5.96 µM; 340,000 compounds, 0.073% hits;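 active = activation above the mean of all tested compounds plus 3 SD, set per screening campaign, cut at about 17% in these data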
# MEKK2wt PB1 HTS – modulators of MEK5 binding to wildtype MEKK2, primary screen, biochemical, multiplex bead flow cytometry, Alexa488-MEK5. Mitogen-activated protein kinase kinase kinase 2 (Homo sapiens), Q9Y2U5. Alexa488-MEK5 binding to MEKK2 WT; actives lie on both sides. binding response (% of control), % at 10 µM. 290,000 compounds, 1.1% hits. AID 1531, 2009; in the data active = binding response below about 67% or above about 130%
# MEKK3 PB1 HTS – modulators of MEKK3-MEK5 PB1 binding, primary screen, biochemical, wildtype MEKK3, multiplex bead flow cytometry, Alexa488-MEK5; AID 1529, 2009; bead-based flow cytometry, Alexa488-MEK5 binding to MEKK3; actives lie on both sides; 0 = blocked by unlabeled MEK5, 100 = vehicle; 290,000 compounds, 1.4% hits; binding response (% of control), % at 10 µM; Mitogen-activated protein kinase kinase kinase 3 (Homo sapiens), Q99759;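 active = binding response more than 3 SD above or below the average of its plate-row segment, actives on both sides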;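 note: Alexa488 bead fluorescence after subtracting the streptavidin-only scavenger bead signal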
# IDE inh – human IDE inhibitors in live cells, primary screen, fluorescence polarization, HEK cells, FAbetaB substrate | inhibition, % at 5.59 µM | Insulin-degrading enzyme (Homo sapiens), P14735 | FAbetaB cleavage | 320,000 compounds, 0.41% hits;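 active = percent inhibition above the average of all tested compounds plus 3 SD, set per screening campaign, cut at about 16% in these data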;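 note: IDE supplied by intact live HEK cells; FP after avidin binding of uncleaved biotin substrate so inhibition keeps polarization high; 0% = DMSO wells and 100% = 60 µM reference IDE inhibitor Ii1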
# NALP1 inh – NALP1 inflammasome inhibitors in reconstituted yeast, colorimetric, S. cerevisiae, triplicate retest | inhibition, % at 10 µM | S. cerevisiae NALP1/ASC/caspase-1 growth, X-gal OD620, 72 h | 280,000 compounds, 0.61% hits; in the data active = inhibition mostly above about 24%, no sharp cut-off; inactive = mostly below about 32%; note: some compounds called inactive have numbers as strong as hits
# MEKK2 mut-MEK5 – MEK5 binding signal on mutant MEKK2 PB1, primary screen, biochemical, multiplex bead flow cytometry, Alexa488-MEK5 | Alexa488-MEK5 binding to MEKK2 mutant | percent response, % at 10 µM | AID 1530, 2009 | 290,000 compounds, 0.35% hits; in the data active = percent response above about 24%, passing the limit was not always enough; note: inactives centre near 1; some results filed as inactive read as strong as hits; reference of the scale not given here
# SUMO HTRF inh – inhibitors of in vitro SUMOylation cascade, primary screen, biochemical, HTRF, uHTS; SUMO-conjugating enzyme UBC9 (Homo sapiens), P63279; HTRF SUMOylation assay, SAE1/SAE2 + UBC9; inhibition, % at 35 µM; 290,000 compounds, 0.36% hits; AID 2006, 2009; in the data active = inhibition above about 50%, passing the limit was not always enough; note: strong numbers were not always called active
# * hit, by the source's call; . = not tested or not shown; [ ] = another dose, or the depositor's remark. Only part of the results is shown; count on the stated rates, not on these rows.
# Codes – A = pCIP destab; B = PfM18AAP inh; C = IDE act; D = MEKK2wt PB1 HTS; E = MEKK3 PB1 HTS; F = IDE inh; G = NALP1 inh; H = MEKK2 mut-MEK5; I = SUMO HTRF inh
> O=S(=O)(N1CCOCC1)n1c(Cc2ccccc2)nc2ccccc21
  A: -2 | B: -4 | C: -4 | D: 103 | E: 101 | F: 0 | G: 10 | H: 1 | I: 1
> CC1=CC2=NC(=O)CC(C)(C(=O)N(CC(=O)NC(C)C)C3CCCC3)N2C=C1 (stereo unspecified)
  A: 1 | B: -1 | C: . | D: 91 | E: 100 | F: 9 | G: 1 | H: -5 | I: 13
> O=C1C(Cl)=C(N2CCOCC2)C(=O)N1c1ccc(Br)cc1
  A: 0 | B: 20 | C: -4 | D: 105 | E: 102 | F: 0 | G: 9 | H: 3 | I: 0
> O=[N+]([O-])c1cc(CN2CCCCCC2)ccc1O
  A: -16 | B: 4 | C: 0 | D: 100 | E: 102 | F: 7 | G: 10 | H: 12 | I: -2
> Cc1ccc(NCC(O)C(O)C(O)CO)cc1C (stereo unspecified)
  A: -10 | B: 1 | C: 0 | D: 102 | E: 101 | F: 0 | G: 4 | H: 6 | I: 6
> Cn1c(=O)[nH]c(=O)c2c1nc(OC(=O)c1ccccc1)n2CC(O)COc1ccc(F)cc1 (stereo unspecified)
  A: -16 | B: 1 | C: 4 | D: 105 | E: 108 | F: . | G: 12 | H: 6 | I: 18
> CC1=Nc2cc(C(=O)O)ccc2Sc2ccc(Br)cc21
  A: -3 | B: -2 | C: 10 | D: 98 | E: 105 | F: 0 | G: 30 | H: -3 | I: 11
> Brc1ccc2oc3c(N4CCOCC4)ncnc3c2c1
  A: 0 | B: 4 | C: -21 | D: 99 | E: 92 | F: . | G: 2 | H: -3 | I: 26
> CCC(=O)Nc1nnc(S(=O)(=O)N(C)c2cc(C)cc(C)c2)s1
  A: -19 | B: 1 | C: -2 | D: 103 | E: 108 | F: . | G: 14 | H: 10 | I: -7
> CCN(CC)S(=O)(=O)c1cc(NC(=O)COC(=O)c2sc3ccccc3c2Cl)ccc1C
  A: 7 | B: 1 | C: 6 | D: 106 | E: 100 | F: -1 | G: 26 | H: 3 | I: -9
> Cc1ccc(-c2c[n+]3c(n2-c2ccccc2)SCC3)cc1
  A: -18 | B: -1 | C: 8 | D: 99 | E: 100 | F: 1 | G: . | H: 3 | I: 11
> Nc1nnc(SCC(=O)c2ccc([N+](=O)[O-])cc2)s1
  A: -9 | B: -7 | C: 0 | D: 97 | E: 100 | F: -4 | G: -6 | H: -1 | I: 16
> CCO[C@@H]1OC(C(=O)N2CCOCC2)=C[C@H](c2cn(C(C)=O)c3ccccc23)[C@H]1CCCO
  A: 4 | B: -2 | C: 3 | D: 107 | E: 107 | F: 5 | G: -9 | H: 4 | I: -2
> COc1cc2c(cc1OC)CN(CC(=O)Nc1ccc(S(=O)(=O)N3CCCC3)cc1)CC2
  A: -5 | B: 26 | C: 3 | D: 100 | E: 100 | F: 1 | G: -2 | H: -1 | I: 3
> CC(C)(C)c1nnc(NC(=O)C2CCN(C(=O)c3ccco3)CC2)s1
  A: 3 | B: -1 | C: 3 | D: 89 | E: 94 | F: 2 | G: 12 | H: -2 | I: -2
> CNC(=S)N1CCN(c2cccc(OC)c2)CC1
  A: 6 | B: 0 | C: 2 | D: 101 | E: 104 | F: 2 | G: 6 | H: 4 | I: 18
> O=C(COc1ccc2ccc(=O)oc2c1)NCc1ccccn1
  A: 8 | B: 0 | C: 1 | D: 97 | E: 94 | F: 3 | G: 14 | H: -9 | I: -4
> CN(C)S(=O)(=O)c1cccc2c1C(=O)c1ccccc1C2=O
  A: -14 | B: 0 | C: -1 | D: 95 | E: 96 | F: 0 | G: 51 | H: -2 | I: 11
> CCCOc1cccc(C2C(C(=O)c3ccco3)=C(O)C(=O)N2CCCn2ccnc2)c1 (stereo unspecified)
  A: -4 | B: 20 | C: 0 | D: 101 | E: 100 | F: 6 | G: 4 | H: 6 | I: 18
> CCN1CCN(CCC2Oc3cc([N+](=O)[O-])ccc3NC2=O)CC1 (stereo unspecified)
  A: -5 | B: -7 | C: 4 | D: 104 | E: 105 | F: 2 | G: -1 | H: 4 | I: 18
> CCOc1ccc(OCC)c(NC(=O)CN2CCN(CC(=O)NC(C)C)CC2)c1
  A: 12 | B: -6 | C: 0 | D: 102 | E: 106 | F: -2 | G: 14 | H: 1 | I: 2
> Cc1cccc(NC(=S)NNC(=S)NCc2ccccc2)c1
  A: -4 | B: -2 | C: 0 | D: 99 | E: 98 | F: 10 | G: 12 | H: 1 | I: -37
> CCOC(=O)N1CCN(S(=O)(=O)c2ccc(C(=O)NNc3nc4ccc(Cl)cc4s3)cc2)CC1
  A: 5 | B: 7 | C: 0 | D: 88 | E: 86 | F: -3 | G: 18 | H: 4 | I: -7
> CCN1/C(=C/c2ccc3cc(C)ccc3[n+]2CC)Sc2cc(C)ccc21
  A: -725 | B: 6 | C: -76 | D: 11*[inhibitor] | E: 51*[inhibitor] | F: . | G: 35* | H: -4 | I: 10
> CC1(C)S[C@@H]2C(C(=O)OCc3ccccc3)NC(=O)N2C1C(=O)OCc1ccccc1 (stereo partly specified)
  A: . | B: . | C: 3 | D: 97 | E: 103 | F: 6 | G: . | H: -1 | I: .
> CCC(c1nnnn1CCc1ccccc1)N1CCN(C(=O)c2ccco2)CC1 (stereo unspecified)
  A: -25 | B: -16 | C: 6 | D: 111 | E: 103 | F: 2 | G: 12 | H: 4 | I: 10
> CN(C)CCN(C(=O)CCc1ccccc1)c1nc2c(F)cc(F)cc2s1
  A: 5 | B: -3 | C: 3 | D: 130 | E: 104 | F: 3 | G: -4 | H: 3 | I: 8
> O=C(COc1ccc2ccccc2c1)N1CCN(C(=O)c2cccnc2)CC1
  A: 1 | B: -9 | C: -2 | D: 97 | E: 98 | F: 3 | G: -3 | H: -1 | I: 4

# Given with values under each structure: 10 of the compounds above
# Second line of a record – pCIP destab	PfM18AAP inh	IDE act	MEKK2wt PB1 HTS	MEKK3 PB1 HTS	IDE inh	NALP1 inh	MEKK2 mut-MEK5	SUMO HTRF inh
CC1=Nc2cc(C(=O)O)ccc2Sc2ccc(Br)cc21
    -3	-2	10	98	105	0	30	-3	11
Brc1ccc2oc3c(N4CCOCC4)ncnc3c2c1
    0	4	-21	99	92	.	2	-3	26
CCC(=O)Nc1nnc(S(=O)(=O)N(C)c2cc(C)cc(C)c2)s1
    -19	1	-2	103	108	.	14	10	-7
CCN(CC)S(=O)(=O)c1cc(NC(=O)COC(=O)c2sc3ccccc3c2Cl)ccc1C
    7	1	6	106	100	-1	26	3	-9
Cc1ccc(-c2c[n+]3c(n2-c2ccccc2)SCC3)cc1
    -18	-1	8	99	100	1	.	3	11
Nc1nnc(SCC(=O)c2ccc([N+](=O)[O-])cc2)s1
    -9	-7	0	97	100	-4	-6	-1	16
CCO[C@@H]1OC(C(=O)N2CCOCC2)=C[C@H](c2cn(C(C)=O)c3ccccc23)[C@H]1CCCO
    4	-2	3	107	107	5	-9	4	-2
COc1cc2c(cc1OC)CN(CC(=O)Nc1ccc(S(=O)(=O)N3CCCC3)cc1)CC2
    -5	26	3	100	100	1	-2	-1	3
CC(C)(C)c1nnc(NC(=O)C2CCN(C(=O)c3ccco3)CC2)s1
    3	-1	3	89	94	2	12	-2	-2
CNC(=S)N1CCN(c2cccc(OC)c2)CC1
    6	0	2	101	104	2	6	4	18
